HIF-2a inh: HIF-2a reporter inhibitors, primary screen, luminescence, 786-0 RCC cells; inhibition, % at 18.8 µM; 786-0 RCC cells HIF-2a reporter, luciferase luminescence, overnight; 360,000 compounds, 0.72% hits;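 active = inhibition of the luminescence signal of 40% or more relative to plate controls, in a single-dose primary screen at 18.75 µM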
NR2E3 ag-1: NR2E3 agonists in two-hybrid cells, primary screen, cell-based, luminescence, CHO-S, Gal4-NCOR/VP16-NR2E3; inhibition of corepressor binding, % at 3.98 µM; AID 602229, 2012; Photoreceptor-specific nuclear receptor (Homo sapiens), Q9Y5X4; luciferase; 360,000 compounds, 0.35% hits;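 active = inhibition above the mean of all tested compounds plus 3 SD, cut at about 70% in these data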;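 also: 0% = DMSO with NR2E3 transfected cells and 100% = cells lacking NR2E3 construct; higher means lower luciferase signal from less NR2E3 corepressor binding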
Target sequence (Q9Y5X4 whole entry, looked up, the tested form may be a part): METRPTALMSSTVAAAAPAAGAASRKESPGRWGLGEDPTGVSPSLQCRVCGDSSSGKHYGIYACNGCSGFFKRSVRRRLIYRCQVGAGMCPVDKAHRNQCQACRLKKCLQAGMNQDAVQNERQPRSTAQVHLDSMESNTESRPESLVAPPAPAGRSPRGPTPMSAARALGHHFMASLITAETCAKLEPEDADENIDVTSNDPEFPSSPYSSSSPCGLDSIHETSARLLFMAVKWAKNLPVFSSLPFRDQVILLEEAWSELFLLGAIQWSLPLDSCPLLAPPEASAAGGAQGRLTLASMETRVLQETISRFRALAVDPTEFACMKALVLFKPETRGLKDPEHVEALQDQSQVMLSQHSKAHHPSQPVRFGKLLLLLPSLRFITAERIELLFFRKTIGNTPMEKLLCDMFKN
Shn3 inh set2: reduction of Shn3 3'UTR firefly luciferase signal, primary screen, Schnurri-3 inhibitor project, cell-based, Clone20 osteoblasts, set 2 | Clone20 osteoblast Shn3 3'UTR firefly luciferase, 24 h | inhibition, % at 12.5 µM | 360,000 compounds, 0.52% hits | AID 588674, 2011;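 active = mean inhibition of at least 75% with every replicate also reaching 75%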;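 also: 0% = median of neutral control wells and 100% = pilot-screen positive control compound; some compounds past the cut are filed as inactive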
Peg3 promoter: Peg3 promoter-driven luciferase inhibitors, primary screen, cell-based, HeLa, luciferase luminescence; HeLa PEG-Prom luciferase reporter, overnight; inhibition, % at 20 µM; 360,000 compounds, 1.7% hits;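 active = inhibition of at least 50% at 20 µM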
MITF TRPM1 inh: inhibitors of MITF-dependent TRPM1 promoter reporter, primary screen, cell-based, SK-MEL-5, single point, luciferase | 330,000 compounds, 0.83% hits | inhibition, % at 12.5 µM | SK-MEL-5 TRPM1 promoter luciferase, 24 h | AID 488899, 2010;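 active = mean inhibition across replicates of 60% or more, whatever share of single replicates reaches that level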; also: values of inactives mirror those of a sister screen read the other way
CF NFkB block: inhibitors of PAF-induced NF-kB signaling, primary screen, cell-based, GFP fluorescence, uHTS; KKLEB NF-kB-GFP reporter, GFP fluorescence overnight; 360,000 compounds, 0.86% hits; inhibition, % at 5 µM;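 active = at least 50% inhibition at 5 µM, scaled per plate between neutral and stimulator controls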;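 also: PAF is a Pseudomonas aeruginosa culture filtrate used as stimulus; plate controls were PAF-stimulated DMSO wells for no effect and unstimulated DMSO wells for full effect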
NR2E3 ag-2: inhibitors of NR2E3-RetCOR corepressor binding, primary screen, NR2E3 agonist project, biochemical, TR-FRET, GST-NR2E3, biotin-RetCOR; 1536-well; 320,000 compounds, 0.12% hits; AID 2300, 2010; Photoreceptor-specific nuclear receptor (Homo sapiens), Q9Y5X4; inhibition of corepressor binding, % at 4.78 µM;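 active = percent inhibition above the cutoff of mean plus 3 SD of all tested compounds, set per screening campaign, cut at about 20% in these data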;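 also: 0% = DMSO wells and 100% = biotin wells as full block of FRET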
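Material – GST-tagged NR2E3 plus biotinylated RetCOR corepressor · Quantity – NR2E3 fusion 1.35 nM · Times – 5 h incubation at 4 °C · Medium – pH 7.5 Tris-based buffer · Technique – TR-FRET, Eu(K)-anti-GST donor, streptavidin-D2 acceptor, ex 340, em 617/671 nm · Benchmarks – high control biotin, low control 0.6% DMSO · Format – 1536-well plates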
TWEAK Fn14 block: inhibitors of TWEAK-Fn14 signaling, primary screen, luciferase reporter cells, uHTS; inhibition, % at 10 µM; 360,000 compounds, 2% hits; AID 1159606, 2016; TWEAK-stimulated Fn14 reporter cells, luciferase luminescence, 8 h; in the data active = inhibition above about 50%
TRAIL sens C8: viability loss with TRAIL in NB7+C8 cells, primary screen, TRAIL sensitizer project, cell-based, ATPlite luminescence. inhibition (viability loss, TRAIL sensitization), % at 10 µM. 360,000 compounds, 1% hits. AID 624354, 2012;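 active = compounds causing at least 50% loss of cell viability in the single-dose screen, relative to plate controls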
TROY NFkB inh: inhibitors of TROY-driven NF-kB signaling, primary screen, Q293 LMP1-TROYcd cells, NF-kB luciferase, uHTS; Q293 LMP1-TROYcd NF-kB luciferase reporter, 4 h; inhibition, % at 10 µM; 360,000 compounds, 0.98% hits; AID 1347056, 2019;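 active = compounds whose plate-normalised and pattern-corrected inhibition of the luciferase reporter signal at the single screening dose is 50% or more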
KKLEB cytotox: cytotoxicity in KKLEB CF airway cells, primary screen, cytotoxicity control for CF NF-kB inhibitor project, cell-based, uHTS, fluorescence assay plates. KKLEB CF airway cells viability, ATPlite luminescence, overnight; stronger effect = lower value; cells stimulated with P. aeruginosa culture filtrate. activity change (cytotoxicity), % at 5 µM. 360,000 compounds, 0.36% hits;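 active = corrected activity change at or below -50% at 5 µM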
Active calls of the source: *; / = not tested or not shown; & = joins results of further samples. An excerpt (hit frequency here may not be typical).

nr	SMILES	HIF-2a inh	NR2E3 ag-1	Shn3 inh set2	Peg3 promoter	MITF TRPM1 inh	CF NFkB block	NR2E3 ag-2	TWEAK Fn14 block	TRAIL sens C8	TROY NFkB inh	KKLEB cytotox
1	COC(=O)c1ccc(CSc2nc3ccccc3c(=O)n2CC(C)C)o1	22	-8	12	24	-6	0	-2	5	-2	3	-10
2	COC(=O)c1ccc(/C=C2\CCn3c2nc2cc(C(=O)O)ccc2c3=O)cc1	7	-23	2	6	11	-10	1	16	-5	-10	8
3	CC1CCN(C(=O)C2CCN(S(=O)(=O)c3cccc4cccnc34)CC2)CC1	11	-47	-9	4	9	12	2	-3	0	-23	-17
4	CN(C)S(=O)(=O)N(CC(=O)N1CCC(Cc2ccccc2)CC1)c1ccccc1	17	-11	29	8	-1	0	6	1	15	-2	15
5	COc1ccc(C(C)(O)c2nc(-c3ccc(C)c(C)c3)cs2)cc1 (stereo unspecified)	-1	6	8	11	/	1	/	15	6	2	14
6	COc1ccccc1C(=O)Nc1cc2cc(Cl)ccc2oc1=O	-121	-8	-72	-49	-12	-3	-1	-36	9	-56	-32
7	CC1(C)CC(=O)/C(=C(/O)CCCN2C(=O)c3ccccc3C2=O)C(=NC(C)(C)C)C1	18	1	-8	3	-7	-5	-2	5	-1	-3	6
8	O=C(Cc1c(Cl)cccc1Cl)NCCc1ccc(Cl)cc1	13	6	10	-10	5	12	0	-14	3	-16	-6
9	COc1ccc(NC(=O)CN(C)C(=O)c2c(C)nn(Cc3ccc(C)cc3)c2Cl)cc1	7	7	4	-11	8	-1	4	4	13	16	8
10	Brc1ccc(COc2ncnc3ccccc23)cc1	0	-6	4	11	4	-10	3	-12	6	-18	-11
11	COc1ccc(-c2cc(C(=O)Nc3ccc(S(N)(=O)=O)cc3)c3ccccc3n2)cc1OC	16	8	-7	12	/	-17	-2	0	5	-27	0
12	CCCOc1ccc(C2C(=O)N(C3CCCCCC3)CC(=O)N2Cc2ccco2)cc1OC (stereo unspecified)	2	-15	-3	6	-9	-20	6	-16	21	-1	-2
13	COc1ccc(N=C2C(=S)N(c3ccc(OC)cc3)C(=NS(=O)(=O)c3ccccc3)N2c2ccccc2)cc1	-225	-93	-35	49	-14	-13	/	-8	5	-13	10
14	Cn1cnnc1SCC(=O)Nc1cccc(S(=O)(=O)N2CCOCC2)c1	12	-25	-16	-1	1	8	-2	1	-3	-18	-8
15	CC(NC(=O)c1ccccc1NC(=O)CN1CCN(c2ccccc2O)CC1)c1ccccc1 (stereo unspecified)	8	9	11	34	34	-4	1	4	8	6	-16
16	COc1cc(OC)cc(C(=O)OCC(=O)NCCCc2ccccc2)c1	17	-16	17	19	1	6	0	-5	-8	20	3
17	CCC(=O)N(C)C[C@H]1Oc2cc(Br)ccc2S(=O)(=O)N([C@@H](C)CO)C[C@H]1C	4	-9	-7	-3	/	11	/	-23	-14	-14	-9
18	NC(=O)C1(Nc2ccc(Cl)cc2)CCCC1	12	-1	18	-4	-2	0	/	7	-1	11	2
19	CCOc1ccccc1NC(=O)CSc1nnc2ccc(-c3ccccn3)nn12	1	9	-12	7	7	8	2	0	1	7	6
20	O=C(OCC#CCSc1nnc(-c2ccncc2)o1)c1cccs1	-19	-20	6	-12	0	20	6	-11	3	-14	3
21	COc1ccccc1C(CC(=O)Nc1ccccc1C)c1ccc(OC(C)C)cc1 (stereo unspecified)	13	2	4&14	18	-25	-9	3	-7	4	-2	-4
22	CC(=O)Nc1ccc(-c2csc(NC(=O)Cc3cccc(F)c3)n2)cc1	-100	27	-7	-19	-6	-32	-2	22	-1	26	12
23	CCn1c(CO)nc2c1c(=O)[nH]c(=O)n2Cc1ccccc1	12	0	-1	6	5	-11	-4	-2	-24	12	4
24	CCCC(=O)Nc1nnc(S(=O)(=O)N(CC(C)C)c2ccccc2)s1	10	-2	-5	3	10	12	4	2	-1	23	-15
25	N#CC1(NC(=O)CN2C(=O)NC(c3ccccc3)(c3ccccc3)C2=O)CCCC1	9	-28	-7	9	12	14	1	10	-10	-7	3
26	COc1cc(C(=O)OCC(=O)Nc2nnc(-c3ccccc3)o2)cc(OC)c1OC	7	-1	1	6	8	-10	1	-4	-3	2	3
27	CS(=O)(=O)N1CCC(C(=O)Nc2cccc(F)c2)CC1	16	-10	-5	1	7	-6	4	11	-8	-10	10
28	COCCNC(=O)C1Nc2ccc(C(F)(F)F)cc2C2C=CCC12 (stereo unspecified)	-2	-3	-3	3	-8	-9	3	-4	-11	-4	12
29	Cc1cc(NC(=O)CC(CN(C)S(=O)(=O)c2ccccc2)c2ccccc2)no1 (stereo unspecified)	11	2	3	17	/	-8	1	6	-5	0	-2
30	CN(C(=O)CCn1c(=S)oc2ccccc21)C1CCCCC1	5	-31	/	12	2	-1	-2	-7	-3	4	6
31	CCN1/C(=C/c2ccc3ccccc3[n+]2CC)C=Cc2ccccc21	66*	88*	91*	87*	102*	-42	-9	56*	59*	52*	-7
32	Cc1cc(C)nc(NC(=O)c2ccc([N+](=O)[O-])o2)n1	8	-8	-27	11	12	10	3	10	1	-13	8
33	CCOc1cc(C2/C(=C(/O)c3ccc(OC(C)C)cc3)C(=O)C(=O)N2CCCOC)ccc1O (stereo unspecified)	21	-1	-5	6	6	3	0	-4	11	4	2
34	CC(C)(C)OC(=O)N1CCCC(C(=O)Nc2ccc(C(=O)N3CCCCC3)cc2)C1 (stereo unspecified)	11	-2	5	0	-1	-15	/	-10	7	4	-6
35	CN(CC(=O)O)S(=O)(=O)c1ccc2c(c1)NC(=O)CC(=O)N2	9	-5	4	-5	2	-7	5	-4	2	-28	8
36	Cc1ccc(S(=O)(=O)N2CCCC(C(=O)NCCc3ccc(Cl)cc3)C2)cc1 (stereo unspecified)	-2	-6	-13	4	/	4	/	12	-6	15	6
37	CC(/C=N/NC(=O)c1ccc(Br)cc1)=C\c1ccccc1	-63	-23	-3	-17	-13	-19	-1	-7	16	-33	12
38	CC1=C(C)CS(=O)N(S(=O)(=O)c2ccccc2)C1 (stereo unspecified)	17	4	24	5	0	4	-1	6	-5	16	3
39	N#Cc1c(N2C(=O)c3ccc(C(=O)O)cc3C2=O)sc2c1CCCC2	15	-7	-29	11	7	-7	-3	3	5	-11	5
40	C=CCNCC(=O)N1N=C(c2ccc3ccccc3c2)CC1c1ccc(OC)cc1 (stereo unspecified)	-34	-19	40	66*	-1	16	-2	8	3	3	-12
41	Cc1occc1C(=O)NC(C)CCc1ccccc1 (stereo unspecified)	1	-24	6	4	9	-3	-2	52*	-9	/	6
42	COc1cc2c(cc1OC)C(C)N(C(=O)c1ccc(C)o1)CC2 (stereo unspecified)	4	-5	-31	29	16	3	0	12	13	-6	-3
43	CN1C(=O)[C@H]2[C@@H](/C=C/c3ccccc3)N3C(=O)CN(CCO)C(=O)[C@@]3(Cc3ccccc3)[C@H]2C1=O	7	-17	-4	-19	14	0	1	12	-7	-17	-4
44	CCCc1ccc(O)c(N=Cc2cc(Br)cc(OCC)c2O)c1	2	-41	15	21	9	15	-2	35	5	0	23
45	CCOC(=O)c1c(-c2ccc(C)cc2)csc1NC(=O)c1cccc(N2C(=O)CCC2=O)c1	15	2	-9	38	-9	21	-5	-13	4	-2	-12
46	COc1ccc(OC)c(C(=O)COC(=O)c2ccc(C)o2)c1	-22	0	-7	-47	8	3	-1	-27	-7	-21	-4
47	O=S1(=O)CC(N2CCN(CC3CC3)CC2)CN1C1CCCCC1 (stereo unspecified)	9	-6	-3	9	/	24	/	12	-18	-5	2
48	CCN(CCO)c1ncnc2c1sc1nc(CC(C)C)c3c(c12)CC(C)(C)OC3	21	1	29	42	-10	24	3	25	0	-31	-8
49	COC(=O)c1nn(-c2ccc3c(c2)CCN3C(C)=O)cc1O	78*	-60	62	90*	72*	-19	2	103*	81*	76*	-1
50	O=C(N/N=C/c1ccccc1[N+](=O)[O-])c1ccc(CN2CCOCC2)cc1	-63	-18	-40	-38	-3	10	5	-4	2	-10	-9
51	CCCCCNC(=O)[C@@H]1CSC2c3ccccc3C(=O)N21 (stereo partly specified)	22	-2	-8	28	3	-16	5	-32	10	-12	-4
52	O=C(O)C1CCN1C1CCCCC1 (stereo unspecified)	16	-1	-3	4	-11	6	0	14	3	0	-4
53	CSC[C@H]1CN(c2ccc(Br)cc2)C(=O)[C@@H]1CC(=O)Nc1ccccc1	5	-20	9	12	/	-21	/	5	14	-5	12
54	CCc1ccc(NC(=O)c2cc3c(C)nc4ccccc4c3o2)cc1	-14	-31	-14	15	-8	-25	-1	-6	1	13	6
55	OC(c1ccccc1)(c1ccccc1)C1CCN(CCCOc2ccc(F)cc2)CC1	-15	-5	/	/	/	/	/	21	12	-7	/
56	O=C(Nc1ccc(-c2nc3ccccc3s2)c(O)c1)C1=COCCO1	-231	-57	-10	-318	-37	-6	-2	44	26	21	-11

(further entries)
nr	SMILES	HIF-2a inh	NR2E3 ag-1	Shn3 inh set2	Peg3 promoter	MITF TRPM1 inh	CF NFkB block	NR2E3 ag-2	TWEAK Fn14 block	TRAIL sens C8	TROY NFkB inh	KKLEB cytotox
57	O=C(Nc1ccc(Cl)c(S(=O)(=O)N2CCOCC2)c1)c1ccc(Cl)nc1	-7	0	26	30	41	15	/	44	41	40	-11
58	COc1cccc(N(CC(=O)NC2CCCCC2)C(=O)CCC(=O)Nc2nc(C)cs2)c1	-5	-21	-10	-8	12	-1	2	-10	5	-8	2
59	OC1(c2cccc(C(F)(F)F)c2)CCN(Cc2nc(-c3cnccn3)no2)CC1	11	-13	/	6	2	-4	-2	4	2	0	4
60	CCNc1nc(N)c(C(=C(C#N)C#N)c2ccccc2)s1	13	8	-40	18	-2	-2	-3	13	-25	14	-6
61	Nc1ccc(S(=O)(=O)Nc2nccc(/C=C/c3cccc(Br)c3)n2)cc1	33	25	-19	10	8	27	7	58	-2	14	-8

Entries listed above printed as active in NR2E3 ag-1.
| no. | smiles | HIF-2a inh | NR2E3 ag-1 | Shn3 inh set2 | Peg3 promoter | MITF TRPM1 inh | CF NFkB block | NR2E3 ag-2 | TWEAK Fn14 block |
| --- | --- | --- | --- | --- | --- | --- | --- | --- | --- |
| 31 | CCN1/C(=C/c2ccc3ccccc3[n+]2CC)C=Cc2ccccc21 | 66* | 88* | 91* | 87* | 102* | -42 | -9 | 56* |

Assay outcomes (PubChem BioAssay)
